Assay outcomes: PubChem BioAssay, National Center for Advancing Translational Sciences (NCATS)
AmpC inh detg: blocks E. coli AmpC beta-lactamase in detergent assay. AID 485294. P00811. Potency, µM (series often up to 114 µM), for the others: at the highest dose activity change, negative = inhibition, usual class: inhibitors. 370,000 compounds, 0.041% hits. AmpC hydrolysis of nitrocefin, absorbance 480 nm, 0.01% Triton;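 note: potency is the fitted concentration of half-maximal effect; 0% = no-compound wells and -100% = no-enzyme wells; nearly all actives have a fitted effect of over 25% in size; some results filed as inactive show a strong effect at the top dose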
Target sequence (P00811 whole entry, looked up): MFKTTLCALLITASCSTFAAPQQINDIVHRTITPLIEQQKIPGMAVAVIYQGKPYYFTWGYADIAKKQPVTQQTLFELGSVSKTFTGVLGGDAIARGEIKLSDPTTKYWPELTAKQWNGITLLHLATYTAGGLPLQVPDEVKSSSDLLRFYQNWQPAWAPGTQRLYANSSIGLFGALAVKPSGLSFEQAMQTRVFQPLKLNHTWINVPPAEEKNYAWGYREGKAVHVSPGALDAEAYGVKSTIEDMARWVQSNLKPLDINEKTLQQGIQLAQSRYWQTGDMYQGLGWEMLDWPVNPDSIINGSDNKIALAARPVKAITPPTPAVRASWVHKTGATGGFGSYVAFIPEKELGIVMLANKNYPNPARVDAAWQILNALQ
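20 mM phosphate pH 7.0 + 0.01% (detergent screen) or 0.0001% Triton X-100; 5.3 nM AmpC reagent; cpd preinc 15 min RT; nitrocefin (800 uM stock) to start; A480 q20 s × 4 min; Activity was normalised to no-enzyme and no-compound control wells.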
AMA1-RON2 inh: disrupts binding of P. falciparum AMA1 to RON2. AlphaScreen AMA1-biotinylated RON2 peptide binding. Potency, µM (series often up to 58.2 µM), for inactives: top-dose activity change, negative = inhibition, hits mostly inhibitors. 360,000 compounds, 0.2% hits;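 note: potency is the fitted concentration of half-maximal effect; 0% = vehicle wells and -100% = peptide control; nearly all actives have a fitted effect of over 45% in size; some results filed as inactive show a strong effect at the top dose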
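AMA1 (3D7) with his tag at 25 nM final met compounds first, then biotinylated RON2 peptide at 25 nM; detection used donor plus acceptor beads, 10 µg/mL apiece, read by AlphaScreen after 30 min at room temperature.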
FBPA Giardia inh: Giardia lamblia aldolase inhibition; purified Giardia FBPA; Potency, µM (highest dose often 59.6 µM), for the others: at the top dose activity, negative = inhibition, actives largely listed as inhibitors; 290,000 compounds, 0.71% hits; AID 2451; note: potency is the fitted concentration of half-maximal effect; % is set by controls: 0 for no effect and ±100 for the full control effect; nearly all actives have a fitted effect of over 55% in size
Target sequence (A8B2U2 whole entry, looked up): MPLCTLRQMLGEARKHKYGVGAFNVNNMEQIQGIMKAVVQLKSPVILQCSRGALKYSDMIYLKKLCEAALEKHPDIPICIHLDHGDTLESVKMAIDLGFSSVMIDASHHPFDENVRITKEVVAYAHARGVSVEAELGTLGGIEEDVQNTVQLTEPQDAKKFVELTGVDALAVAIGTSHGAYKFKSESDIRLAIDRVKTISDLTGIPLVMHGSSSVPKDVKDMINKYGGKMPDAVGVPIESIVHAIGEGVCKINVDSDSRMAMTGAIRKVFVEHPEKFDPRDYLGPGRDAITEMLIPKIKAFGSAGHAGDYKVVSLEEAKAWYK
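Giardia FBPA (40 nM reagent) was preincubated 10 min at RT with compound (up to 57.5 uM final), then substrate plus GAPDH/TPI/NAD/arsenate coupling system with diaphorase/resazurin was added; resorufin fluorescence (525/598 nm) was read after 20 min.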
AmpC inh no detg: AmpC beta-lactamase inhibition without detergent; 330,000 compounds, 0.52% hits; Potency, µM (series often up to 57.1 µM), inactives show at the top dose activity change, negative = inhibition, hits mostly inhibitors; P00811; AmpC nitrocefin hydrolysis, absorbance 480 nm, 0.0001% Triton;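 note: potency is the fitted concentration of half-maximal effect; plate controls were no compound for no effect and no enzyme for full effect; nearly all actives have a fitted effect of over 20% in size; some results filed as inactive show a strong effect at the top dose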
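20 mM phosphate pH 7.0 + 0.01% (detergent screen) or 0.0001% Triton X-100; 5.3 nM AmpC reagent; cpd preinc 15 min RT; nitrocefin (800 uM stock) to start; A480 q20 s × 4 min; Activity was normalised to no-enzyme and no-compound control wells.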
CHX counter: counter-screen hit for Shiga toxin inhibitors, cycloheximide; cell reporter, cycloheximide protein synthesis inhibition counterscreen; max response, %; 300,000 compounds, 12% hits; AID 2314; in the data active = max response mostly above about 13%, no sharp cut-off; inactive = mostly below about 14%; note: read at 38.3 µM for the half of the compounds with a filed dose; 0% is about no effect
Shiga toxin inh: Shiga toxin inhibition. Vero cells, Shiga toxin protein synthesis inhibition reporter. inhibition, % at 38.7 µM. 290,000 compounds, 9.2% hits. AID 2315; in the data active = inhibition mostly above about 28%, no sharp cut-off; inactive = mostly below about 43%; note: 0% is about no effect
HCMV inh: blocks human cytomegalovirus replication. HFF cells, HCMV-luciferase reporter, 72 h; active compounds read low. activity change, negative = inhibition, % at 57.5 µM. 410,000 compounds, 4.5% hits. AID 1259415; in the data active = activity change below about -60%; inconclusive = no clear call, values can overlap the other calls; inactive = above about -39%; note: % is set by controls: 0 for no effect and ±100 for the full control effect
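Screen run at 2 compound doses on HFFs infected with reporter HCMV, MOI 1 PFU/cell. Luciferase activity from cell lysates at 72 h post infection gave inhibition relative to buffer-only and Salinomycin wells.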
An asterisk follows results filed as active; [ ] = dose if it differs, or a comment. Unless noted, calls come from the whole dose curve; as a rule, active = well fitted curve in the direction sought with a large enough effect; inconclusive = small, poorly fitted or top-dose-only effect, or another doubt; inactive = no such curve, though single readings can be large; an effect the other way counts as inactive or inconclusive.

Results for CCCNC(=O)C1CC(c2cccc(F)c2)=NO1 (stereo not given) ?
AmpC inh detg: 0%; AMA1-RON2 inh: 22%; FBPA Giardia inh: 8%; AmpC inh no detg: 9%; CHX counter: 1; Shiga toxin inh: 4; HCMV inh: -10

What do the screens show for `COc1ccccc1N1CCN(CC(O)c2ccccc2)CC1` (stereo not given)?
AmpC inh detg: -8%; AMA1-RON2 inh: -3%; FBPA Giardia inh: -5%; AmpC inh no detg: -10%; CHX counter: 10; Shiga toxin inh: 4; HCMV inh: 6

Results for COc1ccc(C2CC(c3ccccc3)=NN2c2ccc(C(N)=O)cc2)cc1 (stereo not given) ?
AmpC inh detg: -2%; AMA1-RON2 inh: 49%[activator]; FBPA Giardia inh: 10%; AmpC inh no detg: 7%; CHX counter: -2; Shiga toxin inh: -5; HCMV inh: 8

Results for CCOC(=O)c1ccc(NC(=S)NCc2ccco2)cc1 ?
AmpC inh detg: 8%; AMA1-RON2 inh: 12%; FBPA Giardia inh: -5%; AmpC inh no detg: -41%; CHX counter: 14; Shiga toxin inh: 63*; HCMV inh: 0

What do the screens show for `COc1cc(OC)c(C(=O)OCC(=O)NCCc2ccccc2)cc1OC`?
AmpC inh detg: -2%; AMA1-RON2 inh: -15%; FBPA Giardia inh: 0%; AmpC inh no detg: 0%; CHX counter: -8; Shiga toxin inh: -23; HCMV inh: -28

How did N#CCCn1c(SCC(=O)NCCc2ccc(F)cc2)nc2ccccc21 do in these assays?
AmpC inh detg: 0%; AMA1-RON2 inh: 4%; FBPA Giardia inh: 7%; AmpC inh no detg: -1%; CHX counter: -3; Shiga toxin inh: -13; HCMV inh: 40

Results for OC(COc1ccc2ccccc2c1Br)Cn1cnc(-c2ccccc2)c1 (stereo not given) ?
AmpC inh detg: -8%; AMA1-RON2 inh: -13%; FBPA Giardia inh: -3%; AmpC inh no detg: 21%; CHX counter: 14; Shiga toxin inh: -18; HCMV inh: 2

Results for COc1cc(C(=O)NCC(=O)NCC(c2ccco2)N2CCCCC2)cc(OC)c1OC (stereo not given) ?
AmpC inh detg: -9%; AMA1-RON2 inh: 6%; AmpC inh no detg: 6%; HCMV inh: 0

Results for CSC1=N/C(=C\c2ccc3c(c2)OCO3)C(=O)S1 ?
AmpC inh detg: -3%; AMA1-RON2 inh: 22%; FBPA Giardia inh: 1%; AmpC inh no detg: -13%; CHX counter: -5; Shiga toxin inh: -5; HCMV inh: 66

Results for CCC(=O)Nc1ccc2c(c1)nc1n2CCSC1 ?
AmpC inh detg: -9%; AMA1-RON2 inh: 7%; FBPA Giardia inh: -11%; AmpC inh no detg: -21%; CHX counter: 14; Shiga toxin inh: -2; HCMV inh: -31

What do the screens show for `OCC(O)CN(c1ccccc1)c1ccccc1` (stereo not given)?
AmpC inh detg: -2%; AMA1-RON2 inh: 12%; FBPA Giardia inh: 0%; AmpC inh no detg: -11%; CHX counter: -3; Shiga toxin inh: 14; HCMV inh: 13

Results for CC(=O)C1=C(C)OC2(O)c3ccccc3C(=O)C12O (stereo not given) ?
AmpC inh detg: 1%; AMA1-RON2 inh: 11%; FBPA Giardia inh: inconclusive; AmpC inh no detg: -20%; CHX counter: 1; Shiga toxin inh: -10; HCMV inh: -4

What do the screens show for `COc1ccc(NC2=NC(C)(C)CS2)cc1`?
AmpC inh detg: -1%; AMA1-RON2 inh: 0%; FBPA Giardia inh: -10%; AmpC inh no detg: -26%; CHX counter: 28*; Shiga toxin inh: 70*; HCMV inh: 70

How did COc1ccccc1NC(=O)CSc1nnc(-c2ccncc2)n1CC1CCCO1 (stereo not given) do in these assays?
AmpC inh detg: -2%; AMA1-RON2 inh: -3%; FBPA Giardia inh: 6%; AmpC inh no detg: -9%; CHX counter: -3; Shiga toxin inh: -6; HCMV inh: 15

Results for O=C(/C=C\c1cccs1)N1CCN(Cc2ccc3c(c2)OCO3)CC1 ?
AmpC inh detg: inconclusive; AMA1-RON2 inh: -6%; FBPA Giardia inh: 7%; AmpC inh no detg: 26%; CHX counter: 7; Shiga toxin inh: 5; HCMV inh: -17

How did COc1ccc(C2=NN(c3nc4ccccc4s3)C(=O)/C2=C\N(C)C)cc1 do in these assays?
AmpC inh detg: -3%; AMA1-RON2 inh: 83%[activator]; FBPA Giardia inh: 18%; AmpC inh no detg: -44%; CHX counter: -1; Shiga toxin inh: 37; HCMV inh: 9

What do the screens show for `COc1ccc(NC(=O)Nc2ccc([N+](=O)[O-])cc2)cn1`?
AmpC inh detg: -19%; AMA1-RON2 inh: 2%; FBPA Giardia inh: 2%; AmpC inh no detg: -34%; CHX counter: 10; Shiga toxin inh: 31; HCMV inh: 11

Results for NC(=S)N1CCCc2ccccc21 ?
AmpC inh detg: -5%; AMA1-RON2 inh: -12%; FBPA Giardia inh: -10%; AmpC inh no detg: -11%; CHX counter: 9; Shiga toxin inh: 12; HCMV inh: 71

What do the screens show for `CN(/C=C/c1c([N+](=O)[O-])c(=O)n(C)c(=O)n1C)c1ccccc1`?
AmpC inh detg: 0%; AMA1-RON2 inh: 11%; FBPA Giardia inh: 3%; AmpC inh no detg: 6%; CHX counter: 1; Shiga toxin inh: 24; HCMV inh: -28

Results for COc1ccc(C(=O)NCCCNC(=O)c2cnccn2)cc1 ?
AmpC inh detg: -14%; AMA1-RON2 inh: 5%; FBPA Giardia inh: -6%; AmpC inh no detg: -7%; CHX counter: 4; Shiga toxin inh: 36; HCMV inh: -15

The last 5 entries of the part above lead into the next.
How did COc1ccc(C2=NN(c3nc4ccccc4s3)C(=O)/C2=C\N(C)C)cc1 do in these assays?
AmpC inh detg: -3%; AMA1-RON2 inh: 83%[activator]; FBPA Giardia inh: 18%; AmpC inh no detg: -44%; CHX counter: -1; Shiga toxin inh: 37; HCMV inh: 9

What do the screens show for `COc1ccc(NC(=O)Nc2ccc([N+](=O)[O-])cc2)cn1`?
AmpC inh detg: -19%; AMA1-RON2 inh: 2%; FBPA Giardia inh: 2%; AmpC inh no detg: -34%; CHX counter: 10; Shiga toxin inh: 31; HCMV inh: 11

Results for NC(=S)N1CCCc2ccccc21 ?
AmpC inh detg: -5%; AMA1-RON2 inh: -12%; FBPA Giardia inh: -10%; AmpC inh no detg: -11%; CHX counter: 9; Shiga toxin inh: 12; HCMV inh: 71

What do the screens show for `CN(/C=C/c1c([N+](=O)[O-])c(=O)n(C)c(=O)n1C)c1ccccc1`?
AmpC inh detg: 0%; AMA1-RON2 inh: 11%; FBPA Giardia inh: 3%; AmpC inh no detg: 6%; CHX counter: 1; Shiga toxin inh: 24; HCMV inh: -28

Results for COc1ccc(C(=O)NCCCNC(=O)c2cnccn2)cc1 ?
AmpC inh detg: -14%; AMA1-RON2 inh: 5%; FBPA Giardia inh: -6%; AmpC inh no detg: -7%; CHX counter: 4; Shiga toxin inh: 36; HCMV inh: -15

Results for CCN(CC)S(=O)(=O)c1cc(C(=O)OCC(=O)NC(=O)c2cccn2C)ccc1C ?
AmpC inh detg: inconclusive; AMA1-RON2 inh: -2%; FBPA Giardia inh: 2%; AmpC inh no detg: -42%; CHX counter: 1; Shiga toxin inh: -4; HCMV inh: -12

How did CC(C)c1ccc(/C=C(\NC(=O)c2ccccc2)C(=O)NCCCn2ccnc2)cc1 do in these assays?
AmpC inh detg: 0%; AMA1-RON2 inh: -8%; AmpC inh no detg: 126%[activator]; CHX counter: -4; Shiga toxin inh: 9; HCMV inh: 1

Results for O=C(Nc1cccnc1)c1ccc(S(=O)(=O)N2CCCCCC2)cc1 ?
AmpC inh detg: inconclusive; AMA1-RON2 inh: 0%; FBPA Giardia inh: 1%; AmpC inh no detg: -7%; CHX counter: -4; Shiga toxin inh: -13; HCMV inh: inconclusive

Results for CCc1nc(Nc2ccccc2)c2nnn(Cc3ccccc3)c2n1 ?
AmpC inh detg: 0%; AMA1-RON2 inh: 5%; FBPA Giardia inh: -1%; AmpC inh no detg: -29%; CHX counter: 1; Shiga toxin inh: -14; HCMV inh: 22

How did O=C(CSc1c[nH]c2ccccc12)NC1CCCC1 do in these assays?
AmpC inh detg: -5%; AMA1-RON2 inh: 10%; FBPA Giardia inh: 5%; AmpC inh no detg: -2%; CHX counter: 11; Shiga toxin inh: 2; HCMV inh: -12

How did Cc1ccc(S(=O)(=O)N2CCCC2)cc1C(=O)NCC(C)(C)N1CCOCC1 do in these assays?
AmpC inh detg: 2%; AMA1-RON2 inh: -12%; AmpC inh no detg: -2%; HCMV inh: -13

What do the screens show for `Cc1cc(C)c(C)c(S(=O)(=O)N2CCC(C(=O)NCCCN3CCCC3=O)CC2)c1C`?
AmpC inh detg: 0%; AMA1-RON2 inh: 0%; AmpC inh no detg: 194%[activator]; HCMV inh: 1

What do the screens show for `CN(Cc1cnc2nc(N)nc(N)c2n1)c1ccc(C(=O)NC(CCC(=O)O)C(=O)O)cc1` (stereo not given)?
AMA1-RON2 inh: 3%; FBPA Giardia inh: 6%; HCMV inh: -97*

Results for Cc1ccc(C(=O)NC2CCN(C(=O)NC3CCCCC3)CC2)cc1 ?
AmpC inh detg: 2%; AMA1-RON2 inh: 10%; FBPA Giardia inh: -1%; AmpC inh no detg: -10%; CHX counter: 1; Shiga toxin inh: -1; HCMV inh: 5

What do the screens show for `Clc1ccc(-c2ncc3ccccn23)cc1`?
AmpC inh detg: 1%; AMA1-RON2 inh: -6%; FBPA Giardia inh: 0%; AmpC inh no detg: 19%; CHX counter: 4; Shiga toxin inh: 34; HCMV inh: -26

How did O=C(Cc1ccc([N+](=O)[O-])cc1)N1N=C(C2CC2)CC1(O)C(F)(F)F (stereo not given) do in these assays?
AmpC inh detg: 4%; AMA1-RON2 inh: 39%[activator]; FBPA Giardia inh: 2%; AmpC inh no detg: -22%; CHX counter: 1; Shiga toxin inh: 1; HCMV inh: -29

What do the screens show for `COc1ccccc1CNC(=O)C(=O)NCC1OCCN1S(=O)(=O)c1ccc(Br)cc1` (stereo not given)?
AmpC inh detg: 1%; AMA1-RON2 inh: -16%; AmpC inh no detg: 0%; CHX counter: 1; Shiga toxin inh: -4; HCMV inh: -15

How did COC(=O)CC1COc2ccccc2N1S(=O)(=O)c1ccc(Br)cc1 (stereo not given) do in these assays?
AmpC inh detg: inconclusive; AMA1-RON2 inh: -1%; FBPA Giardia inh: 1%; AmpC inh no detg: 18%; CHX counter: 0; Shiga toxin inh: -6; HCMV inh: -27

Results for CCCCc1cc(=O)oc2cc(C)cc(OCC(=O)N3CCC(C(N)=O)CC3)c12 ?
AmpC inh detg: inconclusive; AMA1-RON2 inh: 0%; FBPA Giardia inh: -14%; AmpC inh no detg: 21%; CHX counter: -1; Shiga toxin inh: 5; HCMV inh: 4
